# NR5A2 inv ag – inverse agonists of human LRH-1 (NR5A2); 360,000 tested, 0.13% active; inhibition, % at 3.6 µM; AID 602396; HEK293T StAR-luciferase reporter, LRH-1 transfected, 24 h;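 active = inhibition above the mean inhibition of all tested compounds plus 3 SD, cut at about 73% in these data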;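 note: 0% = DMSO wells and 100% = reporter-only cells lacking LRH-1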
# NOD2 RIPK2 PPI – blocks binding of human NOD2 to RIPK2. 360,000 tested, 0.38% active. CHO BLA complementation NOD2-RIPK2, CCF4 ratio. inhibition, % at 4.98 µM. O43353; in the data active = inhibition above about 21%;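 note: 0% = vehicle only and 100% = reference blocker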
# NCOA3 inh – inhibits human SRC3 coactivator. Q9Y6Q9. HEK293 GAL4-SRC3 luciferase reporter, luminescence. inhibition, % at 3.6 µM. 360,000 tested, 0.17% active. AID 588352;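 active = inhibition above a per-campaign cutoff, the mean of all compounds plus 3 SD, cut at about 60% in these data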;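 note: 0% = DMSO-treated cells and 100% = gossypol-treated cells at 36 µM; higher means less SRC3-driven luciferase light from the GAL4 reporter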
# TRAIL sens C8 – sensitizes caspase-8 expressing cells to TRAIL; NB7+C8 cells + TRAIL, ATPlite viability luminescence; inhibition (viability loss, TRAIL sensitization), % at 10 µM; 360,000 tested, 1% active; AID 624354;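 active = compounds causing at least 50% loss of cell viability in the single-dose screen, relative to plate controls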
# NCOA1 inh – human NCOA1 inhibition. inhibition, % at 3.6 µM. HEK293 GAL4-SRC1 luciferase reporter, luminescence. AID 588354. 360,000 tested, 0.12% active;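 active = inhibition above the campaign mean plus 3 SD, with each screening campaign given its own cutoff, cut at about 60% in these data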;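 note: 0% = DMSO treated cells and 100% = gossypol at 36 µM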
# COUP-TFII inh – NR2F2 (human) inhibition, primary screen | P24468 | HEK293T NGFI-A luciferase reporter, luminescence | inhibition, % at 8.6 µM | 370,000 tested, 0.7% active;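 active = inhibition above a per-plate cutoff, mean inhibition of test wells between control levels plus 3 SD, cut at about 38% in these data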;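 note: cells cotransfected with COUP-TFII expression vector driving the NGFI-A reporter; 0% = median of COUP-TF2 test wells and 100% = reporter-only cells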
# TLR9-MyD88 inh – inhibitors of human TLR9-MyD88 binding | inhibition, % at 4.98 µM | CHO BLA complementation TLR9-MyD88, CCF4 FRET ratio | 340,000 tested, 0.21% active | Q9NR96+Q99836;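 active = inhibition above the mean over all tested compounds plus 3 SD, cut at about 21% in these data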;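 note: 0% = DMSO only wells and 100% = clavulanate BLA inhibitor control wells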
# LMP1 NFkB inh – inhibitors of Epstein-Barr LMP1-induced NF-kappaB reporter | LMP1-induced NF-kappaB luciferase reporter cells, luminescence | inhibition, % at 12.5 µM | 350,000 tested, 0.69% active; in the data active = inhibition above about 41%;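 note: 0% = neutral control wells and 100% = reference inhibitor control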
# SRC2 inh – inhibits human steroid receptor coactivator 2. Q15596. AID 651957. inhibition, % at 9 µM. 370,000 tested, 0.17% active. HEK293 GAL4-SRC2 luciferase reporter, luminescence;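 active = inhibition above the mean inhibition of all tested compounds plus 3 SD, set per campaign, cut at about 52% in these data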;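 note: 0% = DMSO treated cells and 100% = cells given Gossypol at 36 µM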
# Target sequence (Q15596 whole entry, looked up, the tested form may be a part): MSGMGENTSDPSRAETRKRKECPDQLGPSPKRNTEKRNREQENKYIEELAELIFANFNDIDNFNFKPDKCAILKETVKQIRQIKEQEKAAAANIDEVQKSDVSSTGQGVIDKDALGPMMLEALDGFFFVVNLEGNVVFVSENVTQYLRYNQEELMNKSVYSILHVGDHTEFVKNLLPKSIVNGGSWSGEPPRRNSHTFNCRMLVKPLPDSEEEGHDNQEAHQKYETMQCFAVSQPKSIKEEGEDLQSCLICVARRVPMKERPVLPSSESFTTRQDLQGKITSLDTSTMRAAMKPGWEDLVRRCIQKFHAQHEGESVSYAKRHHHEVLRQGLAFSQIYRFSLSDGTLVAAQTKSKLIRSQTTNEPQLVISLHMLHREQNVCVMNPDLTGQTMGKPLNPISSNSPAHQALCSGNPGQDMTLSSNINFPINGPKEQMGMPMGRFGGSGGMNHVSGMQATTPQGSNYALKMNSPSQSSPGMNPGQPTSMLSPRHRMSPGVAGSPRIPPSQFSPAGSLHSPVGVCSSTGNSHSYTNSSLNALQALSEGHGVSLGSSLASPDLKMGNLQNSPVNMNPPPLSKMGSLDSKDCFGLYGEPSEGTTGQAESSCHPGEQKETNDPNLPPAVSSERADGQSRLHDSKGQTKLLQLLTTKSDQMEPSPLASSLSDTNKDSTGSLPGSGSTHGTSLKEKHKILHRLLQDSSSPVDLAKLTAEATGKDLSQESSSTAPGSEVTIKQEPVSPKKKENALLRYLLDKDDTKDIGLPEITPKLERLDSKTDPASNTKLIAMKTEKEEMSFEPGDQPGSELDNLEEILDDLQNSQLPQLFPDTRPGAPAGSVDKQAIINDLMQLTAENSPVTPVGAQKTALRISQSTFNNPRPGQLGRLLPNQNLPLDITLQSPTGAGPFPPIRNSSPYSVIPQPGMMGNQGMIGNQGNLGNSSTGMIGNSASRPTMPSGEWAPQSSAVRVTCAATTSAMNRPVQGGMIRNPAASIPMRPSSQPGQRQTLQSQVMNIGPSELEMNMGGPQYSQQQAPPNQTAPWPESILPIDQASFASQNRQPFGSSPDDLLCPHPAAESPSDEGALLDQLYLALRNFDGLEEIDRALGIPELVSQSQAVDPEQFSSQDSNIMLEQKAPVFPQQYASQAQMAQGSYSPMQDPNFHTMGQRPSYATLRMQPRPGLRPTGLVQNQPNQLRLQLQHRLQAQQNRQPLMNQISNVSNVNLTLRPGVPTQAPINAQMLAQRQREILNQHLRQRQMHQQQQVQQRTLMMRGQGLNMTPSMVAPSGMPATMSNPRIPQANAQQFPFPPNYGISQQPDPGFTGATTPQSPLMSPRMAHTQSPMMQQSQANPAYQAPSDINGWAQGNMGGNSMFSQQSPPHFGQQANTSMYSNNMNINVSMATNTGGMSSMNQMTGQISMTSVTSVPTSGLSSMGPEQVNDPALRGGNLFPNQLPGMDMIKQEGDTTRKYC
# TWEAK Fn14 block – inhibitors of TWEAK-Fn14 interaction signaling. TWEAK-stimulated Fn14 reporter cells, luciferase luminescence, 8 h. 360,000 tested, 2% active. inhibition, % at 10 µM; in the data active = inhibition above about 50%
# TROY signal inh – TROY signaling inhibition; Q293 LMP1-TROYcd NF-kB luciferase reporter, 4 h; inhibition, % at 10 µM; 360,000 tested, 0.98% active;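 active = compounds whose plate-normalised and pattern-corrected inhibition of the luciferase reporter signal at the single screening dose is 50% or more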
# Numbers without * were called inactive; nt = no result given.
1: CC(C)CCn1c(=O)c2ccccc2n2c(CN3C(=O)NC4(CCC(C)CC4)C3=O)nnc12 (stereo unspecified)
2: CCOC(=O)CSc1nnc(SCCN2C(=O)c3ccccc3C2=O)s1
3: CC1(C)CC(=O)C2=C(C1)N=C1c3ccccc3C(=O)C1C2c1ccc(Cl)cc1 (stereo unspecified)
4: C=CCNC(=O)/C(=C/c1ccccc1OCC)NC(=O)c1ccccc1
5: CC(C)C(=O)N1CCN(c2ccccc2NC(=S)NC(=O)c2cccs2)CC1
6: CCOC(=O)c1ccc(Oc2cn[nH]c2-c2ccc(O)cc2O)cc1
7: C[C@H](CO)N1C[C@H](C)[C@@H](CN(C)C(=O)NC2CCCCC2)Oc2ccc(NC(=O)Nc3ccc(C(F)(F)F)cc3)cc2C1=O
8: CCCCc1ccc(NC(=O)c2c(C)noc2C)cc1
Screen / compound no.	1	2	3	4	5	6	7	8
NR5A2 inv ag	4.0	-0.5	21.5	0.6	13.9	4.2	-4.5	-7.7
NOD2 RIPK2 PPI	-0.2	7.3	-12.0	8.9	-11.7	-1.3	0.7	-5.8
NCOA3 inh	-1.5	2.1	7.2	14.8	21.3	-6.3	-10.3	-19.5
TRAIL sens C8	29.3	-11.6	0.1	-9.0	-19.1	4.7	24.8	0.4
NCOA1 inh	3.2	0.5	-2.4	-1.1	-32.1	-3.5	-5.2	-19.5
COUP-TFII inh	-3.1	12.9	4.4	-15.4	-2.9	17.2	4.8	-16.4
TLR9-MyD88 inh	6.1	4.4	1.6	-10.3	-1.0	-4.5	-1.6	-3.3
LMP1 NFkB inh	-9.7	0.6	7.0	-2.1	-3.9	-0.4	-4.4	-1.6
SRC2 inh	-14.2	13.8	-15.1	-14.0	9.7	12.8	8.7	-27.5
TWEAK Fn14 block	-5.2	6.5	66.5*	0.5	-3.5	12.2	12.9	-20.1
TROY signal inh	15.0	11.7	26.2	3.6	13.0	34.9	-3.6	-38.8

9: O=C(/C=C/c1ccccc1)Nc1cccc(C(=O)NC2CC2)c1
10: CCCCOc1cccc(C2C(C(=O)c3ccc(C)o3)=C(O)C(=O)N2c2nnc(C)s2)c1 (stereo unspecified)
11: CCc1nnc(NC(=O)c2cc(S(=O)(=O)N3CCN(c4ccccc4)CC3)ccc2Cl)s1
12: Cc1cc(C)cc(NC(=O)CN(Cc2ccccc2)S(C)(=O)=O)c1
13: O=C1C(Sc2cccc(F)c2)=C[C@@]2(O)CC[C@@H](O)[C@]1(Sc1cccc(F)c1)[C@H]2O
14: CC1CCCC(NC(=O)COC(=O)c2ccc3ccccc3n2)C1C (stereo unspecified)
15: CCOc1ccc(N(C)S(=O)(=O)c2ccc3[nH]cc(C(=O)NCC(OC)OC)c(=O)c3c2)cc1
16: CCNC(=O)N1CCNC(=O)C1CC(=O)OC (stereo unspecified)
Screen / compound no.	9	10	11	12	13	14	15	16
NR5A2 inv ag	-94.5	-6.5	-12.1	-0.2	0.0	-3.2	4.2	0.1
NOD2 RIPK2 PPI	-8.7	-5.5	-3.5	0.6	-4.2	2.1	12.0	4.5
NCOA3 inh	-66.1	-9.1	-9.8	-4.0	nt	14.3	9.1	-0.7
TRAIL sens C8	45.6	3.0	1.0	-7.1	-21.9	-16.5	-11.3	0.8
NCOA1 inh	-71.6	-4.9	3.1	-7.6	nt	-19.2	-6.3	-17.1
COUP-TFII inh	-35.1	-28.1	-14.8	14.0	3.0	11.6	2.9	10.1
TLR9-MyD88 inh	7.7	1.9	3.5	13.2	nt	3.7	-37.1	-2.1
LMP1 NFkB inh	-11.4	5.0	7.7	-1.6	nt	-3.2	3.8	0.9
SRC2 inh	-25.4	1.6	-11.8	-19.4	-14.2	5.8	7.8	9.1
TWEAK Fn14 block	-41.9	30.9	3.3	-14.3	31.5	-12.9	1.1	4.3
TROY signal inh	-44.2	-19.9	3.5	-7.7	1.2	0.6	5.8	1.7

# 8 entries already listed, arranged by molar mass, lowest first.
8: CCCCc1ccc(NC(=O)c2c(C)noc2C)cc1
9: O=C(/C=C/c1ccccc1)Nc1cccc(C(=O)NC2CC2)c1
6: CCOC(=O)c1ccc(Oc2cn[nH]c2-c2ccc(O)cc2O)cc1
4: C=CCNC(=O)/C(=C/c1ccccc1OCC)NC(=O)c1ccccc1
3: CC1(C)CC(=O)C2=C(C1)N=C1c3ccccc3C(=O)C1C2c1ccc(Cl)cc1 (stereo unspecified)
15: CCOc1ccc(N(C)S(=O)(=O)c2ccc3[nH]cc(C(=O)NCC(OC)OC)c(=O)c3c2)cc1
11: CCc1nnc(NC(=O)c2cc(S(=O)(=O)N3CCN(c4ccccc4)CC3)ccc2Cl)s1
7: C[C@H](CO)N1C[C@H](C)[C@@H](CN(C)C(=O)NC2CCCCC2)Oc2ccc(NC(=O)Nc3ccc(C(F)(F)F)cc3)cc2C1=O
Screen / compound no.	8	9	6	4	3	15	11	7
NR5A2 inv ag	-7.7	-94.5	4.2	0.6	21.5	4.2	-12.1	-4.5
NOD2 RIPK2 PPI	-5.8	-8.7	-1.3	8.9	-12.0	12.0	-3.5	0.7
NCOA3 inh	-19.5	-66.1	-6.3	14.8	7.2	9.1	-9.8	-10.3
TRAIL sens C8	0.4	45.6	4.7	-9.0	0.1	-11.3	1.0	24.8
NCOA1 inh	-19.5	-71.6	-3.5	-1.1	-2.4	-6.3	3.1	-5.2
COUP-TFII inh	-16.4	-35.1	17.2	-15.4	4.4	2.9	-14.8	4.8
TLR9-MyD88 inh	-3.3	7.7	-4.5	-10.3	1.6	-37.1	3.5	-1.6
LMP1 NFkB inh	-1.6	-11.4	-0.4	-2.1	7.0	3.8	7.7	-4.4
SRC2 inh	-27.5	-25.4	12.8	-14.0	-15.1	7.8	-11.8	8.7
TWEAK Fn14 block	-20.1	-41.9	12.2	0.5	66.5*	1.1	3.3	12.9
TROY signal inh	-38.8	-44.2	34.9	3.6	26.2	5.8	3.5	-3.6

# Continuation.
17: CCOC(=O)C(C)On1c(SC(C)C(=O)OCC)nc2ccccc2c1=O (stereo unspecified)
18: CN(C)C(=O)c1c2c(nc3ccccc13)-c1ccccc1CC2
19: CC(=O)CCC(=O)NC1CCCc2c1cnn2-c1ccc(C(C)(C)C)cc1 (stereo unspecified)
20: COC(=O)c1cc(S(=O)(=O)N2c3ccccc3CC2C)c[nH]1 (stereo unspecified)
21: Cc1nnc(SCC(=O)NN2C(=O)NC3(CCCCC3)C2=O)s1
22: Fc1ccc(NC(=S)Nc2nccs2)cc1
23: Cc1nn(S(=O)(=O)c2ccccc2)c(C)c1S(=O)(=O)N1CCOCC1
24: Cc1onc(-c2ccccc2)c1NC(=O)N(CCC(=O)O)Cc1ccccc1
Screen / compound no.	17	18	19	20	21	22	23	24
NR5A2 inv ag	9.7	0.1	6.7	-3.4	3.5	-116.8	17.6	5.8
NOD2 RIPK2 PPI	-1.2	-3.2	-3.5	-1.1	-9.3	-4.7	-8.3	-13.5
NCOA3 inh	1.3	-24.4	16.8	9.6	-1.4	-83.7	29.6	3.4
TRAIL sens C8	-3.8	-29.0	2.8	-2.3	0.3	3.8	-12.1	-1.2
NCOA1 inh	-4.9	3.3	5.0	14.5	-8.4	-87.2	13.2	3.0
COUP-TFII inh	5.6	-9.7	9.2	-10.9	10.2	-5.4	-2.9	11.4
TLR9-MyD88 inh	-3.7	-15.8	5.7	1.5	9.2	14.0	3.5	nt
LMP1 NFkB inh	2.8	-4.4	10.4	-2.2	4.7	-18.9	9.3	nt
SRC2 inh	-4.7	-17.2	6.7	-15.1	-9.9	-19.9	9.1	15.9
TWEAK Fn14 block	-4.8	4.1	0.2	-1.9	9.9	-20.2	10.4	14.2
TROY signal inh	-9.7	8.3	17.6	4.7	-2.7	-23.6	-11.9	-7.2

25: Cc1ccc(N(CC(=O)NCc2ccc(F)cc2)S(=O)(=O)c2c(C)n[nH]c2C)cc1
26: COc1cccc(OC)c1C(=O)Nc1cccc(NC(=O)c2cccs2)c1
27: Cc1ccccc1OCC(=O)NNC(=O)Nc1ccccc1
28: COc1cccc(/C=C2\SC(=S)N(CCC(=O)NNC(=O)c3ccccc3OC)C2=O)c1
29: Fc1ccccc1-c1nc(NCc2ccccc2)c2ccccc2n1
30: Cc1ccc(S(=O)(=O)N2CCOCC2)cc1NC(=O)COC(=O)c1cccnc1Cl
31: Cn1c(=O)c2nnn(/N=C(\c3ccccc3)C3CC3)c2n(C)c1=O
32: COc1ccc(Cl)cc1NC(=S)NCCCN1CCCC1=O
Screen / compound no.	25	26	27	28	29	30	31	32
NR5A2 inv ag	-24.7	-13.7	9.1	13.9	12.7	-0.5	6.6	5.1
NOD2 RIPK2 PPI	-12.8	-2.6	4.7	-6.2	-5.4	4.7	6.4	0.0
NCOA3 inh	-19.3	-0.2	7.3	1.9	20.3	22.6	19.9	4.1
TRAIL sens C8	0.2	-2.7	3.0	-8.3	1.7	-2.9	0.6	3.1
NCOA1 inh	-3.6	7.1	-12.9	-32.9	10.4	2.3	-23.5	-2.6
COUP-TFII inh	-8.2	8.2	9.3	-0.9	3.9	3.1	-15.7	4.5
TLR9-MyD88 inh	-6.7	-4.0	-1.3	7.3	nt	-5.7	1.1	-13.2
LMP1 NFkB inh	0.5	1.8	-2.1	-4.4	nt	0.9	2.2	-0.3
SRC2 inh	-20.3	-36.8	-22.6	-1.6	-3.6	-35.7	1.4	-19.4
TWEAK Fn14 block	-0.6	-1.7	-7.3	13.3	-18.3	-0.7	-26.8	4.3
TROY signal inh	-12.6	9.7	-1.4	2.9	-7.5	1.3	0.8	-4.9

33: CN(NC1OC(=O)c2ccccc21)c1ncc(C(F)(F)F)cc1Cl (stereo unspecified)
34: CN(C)CCCNc1cc(Cl)c(S(=O)(=O)N2CCCCC2)cc1C(=O)O
35: O=S(=O)(NCc1ccco1)c1cccc2cccnc12
36: Nc1c(Cl)cc(-c2csc(NC(CO)c3nc4ccccc4n3CCOCCO)n2)cc1Cl (stereo unspecified)
37: CCOCCCNC(=S)N1CCN(Cc2ccc3c(c2)OCO3)CC1
38: CCOC(=O)c1c(C)oc2cc(Br)c(OC)cc12
39: COCCCN1C(=O)C(CC(=O)NC(c2ccccc2)c2ccccc2)CC(C(=O)N(C)C)=C1C (stereo unspecified)
40: Cc1nn(CC(=O)NCCC2=CCCCC2)c(C)c1[N+](=O)[O-]
Screen / compound no.	33	34	35	36	37	38	39	40
NR5A2 inv ag	-14.6	23.6	0.7	9.3	5.5	1.3	-21.5	45.8
NOD2 RIPK2 PPI	1.1	-3.2	-3.7	-1.6	-0.2	5.4	0.1	-6.0
NCOA3 inh	2.2	12.2	8.6	-27.9	10.7	4.2	-7.5	8.5
TRAIL sens C8	-2.3	-8.6	5.1	-11.4	2.1	-3.9	6.2	-2.8
NCOA1 inh	0.4	15.4	-5.1	-9.5	9.0	-3.3	1.0	16.0
COUP-TFII inh	11.4	11.0	5.1	-17.9	-3.2	-13.6	-5.5	2.0
TLR9-MyD88 inh	3.6	-30.5	-5.2	1.3	-6.2	8.1	-10.7	4.9
LMP1 NFkB inh	-10.6	0.8	-3.9	10.6	4.1	2.3	5.0	1.3
SRC2 inh	-30.8	12.6	4.6	-42.9	27.3	-28.0	8.5	3.1
TWEAK Fn14 block	-14.1	-2.9	13.7	-2.5	8.5	-35.6	-7.2	12.5
TROY signal inh	-38.3	21.0	-8.5	-2.5	12.1	-34.8	1.0	-2.0

# This is a subset; the hit share may differ from the screen's.
